# Source: PubChem
# TRPC6 inh: mouse TRPC6 channel inhibition. Q61143. HEK293-TRPC6, membrane potential dye, ACh-evoked depolarization; active compounds read low. B-score at 10 µM. hit rate 1.1% among 310,000;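 active means B-score under library mean minus 3 SD, initial fluorescence not abnormally high, positive integrated signal ratio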;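 further: B-score derived from integrated fluorescence ratio over the kinetic read; more negative B-score means stronger inhibition of depolarization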
# MrgX1 allo act: allosterically activates human MrgX1 receptor signaling | MrgX1-HEK293, Fluo-4 calcium flux, FDSS; active compounds read high | B-score at 10 µM | AID 588675 | hit rate 0.63% among 310,000 | Q96LB2;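 active means plate-corrected calcium response at least 3 library SD above typical, normal starting fluorescence, not activating the receptor alone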;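 further: compound read alongside a low EC10 to EC30 dose of BAM8-22 agonist; peak minus trough fluorescence over baseline measured at the second addition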
# TRPC4 agonist: opens the mouse TRPC4 cation channel; Q9QUQ5; HEK293 TRPC4beta/mu-opioid, Fluo4 calcium fluorescence; active compounds read high; B-score at 10 µM; hit rate 0.49% among 310,000; AID 2237;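 active means B-score above 5 SD of library B-scores, and initial fluorescence ratio not above library mean plus 5 SD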;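 further: positive B-score marks a calcium rise read as TRPC4 activation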
# Target sequence (Q9QUQ5 whole entry, looked up): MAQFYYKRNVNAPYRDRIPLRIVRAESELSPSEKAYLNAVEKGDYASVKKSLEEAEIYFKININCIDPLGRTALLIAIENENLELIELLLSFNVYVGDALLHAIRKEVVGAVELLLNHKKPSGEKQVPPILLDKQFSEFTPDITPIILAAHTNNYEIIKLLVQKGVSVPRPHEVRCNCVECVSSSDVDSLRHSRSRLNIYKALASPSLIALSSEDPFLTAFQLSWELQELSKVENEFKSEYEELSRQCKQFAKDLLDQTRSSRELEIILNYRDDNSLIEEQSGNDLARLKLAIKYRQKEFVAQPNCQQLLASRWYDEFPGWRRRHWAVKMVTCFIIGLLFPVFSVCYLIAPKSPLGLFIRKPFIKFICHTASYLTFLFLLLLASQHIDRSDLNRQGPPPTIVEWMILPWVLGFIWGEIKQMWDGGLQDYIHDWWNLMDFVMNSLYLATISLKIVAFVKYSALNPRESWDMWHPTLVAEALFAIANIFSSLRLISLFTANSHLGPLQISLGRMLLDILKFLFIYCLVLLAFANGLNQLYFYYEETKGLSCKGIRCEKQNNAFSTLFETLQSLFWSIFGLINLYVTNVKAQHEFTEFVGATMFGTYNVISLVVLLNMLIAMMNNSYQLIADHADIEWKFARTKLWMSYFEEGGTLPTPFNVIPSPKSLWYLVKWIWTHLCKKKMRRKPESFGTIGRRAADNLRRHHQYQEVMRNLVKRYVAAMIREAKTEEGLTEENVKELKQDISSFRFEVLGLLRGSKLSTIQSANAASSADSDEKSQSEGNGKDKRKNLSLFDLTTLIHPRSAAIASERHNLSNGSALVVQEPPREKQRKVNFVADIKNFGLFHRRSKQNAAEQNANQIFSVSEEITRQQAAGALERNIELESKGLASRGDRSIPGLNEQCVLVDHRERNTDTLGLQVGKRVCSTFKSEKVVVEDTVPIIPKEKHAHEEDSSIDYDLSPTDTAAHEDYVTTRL
#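 Assay system – TRPC4beta and mu-opioid receptor HEK293 stable cells · Measured by – Fluo4 fluorescence, kinetic · Schedule – dye loading 45 min room temperature, 110 s kinetic read · Read-out – B-scored integrated calcium fluorescence ratio · Controls – buffer and maximal DAMGO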
# TMEM16A act: mouse TMEM16A channel activation, primary screen; Q8BHY3; HEK293 TMEM16A/YFP-H148Q/I152L, iodide quench fluorescence; active compounds read low; B-score at 10 µM; hit rate 0.3% among 340,000; AID 623877;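 active means fluorescence-ratio B-score plate-corrected deviation score at least 3 library SD below zero, with starting fluorescence score within 5 deviations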;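 further: channel opened by trigger with iodide after compound preincubation; score built on the fluorescence ratio of max minus min over baseline; more negative score means more quench and so TMEM16A activation or potentiation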
# ANO1 block: blocks the mouse calcium-activated chloride channel TMEM16A. hit rate 1.2% among 310,000. normalized B-score (activity score, 25-100; higher = stronger inhibition) at 10 µM. Q8BHY3. HEK293 TMEM16A/YFP iodide influx fluorescence, ionomycin;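 active means ratio plate-corrected score three or more library SD toward inhibition, starting fluorescence score within five deviations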;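 further: score derived from kinetic fluorescence span divided by baseline fluorescence per well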
# TRPC4 potent: allosterically enhances the mouse TRPC4 cation channel; Q9QUQ5; HEK293 TRPC4beta/mu-opioid, DAMGO EC20, Fluo-4 Ca2+ flux; active compounds read high; B-score at 10 µM; hit rate 0.42% among 310,000; AID 2227;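 active means B-score of calcium response area above 5 SD of library B-scores, with initial fluorescence ratio within 5 SD of library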;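 further: B-score of integrated fluorescence ratio over time as area under calcium response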
# MrgX1 ag: activates human MrgX1 receptor signaling. Q96LB2. MrgX1-HEK293 cells, Fluo-4 calcium fluorescence, agonist mode; active compounds read high. B-score at 10 µM. hit rate 0.44% among 310,000. AID 588627;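 active means calcium response B-score plate-corrected fluorescence ratio at least 3 library SD, with starting fluorescence B-score inside 5 SD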
#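 System: HEK293 cells stably expressing human MrgX1 receptor; Dosing: test compound in the initial addition of three; Schedule: overnight plating, then 30 min 37 °C plus 30 min room-temperature dye loading; Detection: kinetic calcium dye fluorescence, Fluo-4 NW; Controls: per-plate positive and negative controls for Z′ factor.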
# TRPC4 block: inhibitors of mouse TRPC4 channel | HEK293 TRPC4beta/mu-opioid, DAMGO-evoked Fluo4 calcium flux; active compounds read low | B-score at 10 µM | hit rate 0.39% among 300,000;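 active means B-score over 3 SD under the library average, no early fluorescence shift, positive overall ratio signal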
#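 Signal: kinetic Fluo4 fluorescence imaging of calcium influx. Material: stable TRPC4beta/mu-opioid receptor HEK293 cells. Probe or stimulus: DAMGO in two steps, submaximal then maximal.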
# MrgX1 antag: blocks BAM8-22 activation of human MrgX1 receptor; MRGX1-HEK293 calcium flux, Fluo-4, BAM8-22 antagonism; active compounds read low; B-score at 10 µM; hit rate 1.3% among 310,000;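 active means calcium-response B-score plate-corrected more than 3 library SD below zero, starting fluorescence within 5 deviations, no agonist response on first addition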;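 further: peak minus trough fluorescence over baseline after final BAM8-22 challenge near maximal dose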
# TRPC6 activator: mouse TRPC6 channel activation | Q61143 | HEK293-TRPC6 membrane potential dye fluorescence; active compounds read high | B-score at 10 µM | hit rate 0.13% among 310,000 | AID 2550;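 active means B-score of the integrated fluorescence ratio above library mean plus 3 SD, and starting fluorescence ratio within library mean plus 5 SD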;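 further: higher score means more depolarization so channel activation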
# SKKanGAS inh: blocks kanamycin growth of S. pyogenes SKKanGAS strain. BacTiter-Glo, 6 h. inhibition, % at 7.5 µM. hit rate 1.3% among 300,000;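 active means mean replicate score, as percent of positive control median, at least 50; inconclusive means mean below 50 but one replicate at or above 50; inactive means mean and every replicate below 50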;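 further: strain carries kanamycin resistance gene driven by streptokinase promoter and grows in 40 µg/ml kanamycin; loss of luminescence reflects streptokinase promoter inhibition or plain growth inhibition; 0% = median of DMSO wells and 100% = positive control at its reference dose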
# Numbers without * were called inactive; i = inactive; u = inconclusive; x = not tested or not shown.
SMILES,TRPC6 inh,MrgX1 allo act,TRPC4 agonist,TMEM16A act,ANO1 block,TRPC4 potent,MrgX1 ag,TRPC4 block,MrgX1 antag,TRPC6 activator,SKKanGAS inh
Cc1cc(C)c2nc(-c3cccnc3)cc(C(=O)NC(C)c3cnn(C)c3C)c2c1 (centres undefined),i,i,i,i,i,i,i,i,i,i,-2
CCCCCCCCCCOC(=O)Cn1c(COc2ccc(C)cc2)[n+](C)c2ccccc21,i,i,i,i,25*,i,i,i,-10*,i,u
O=c1cc(CCl)[nH]c2nc3ccccc3n12,i,i,i,i,i,i,i,i,i,i,5
Cc1ccc(CCN2CC(C(=O)NCCC(C)C)CC2=O)cc1 (centres undefined),i,i,i,i,i,i,i,i,i,i,0
COC(=O)[C@@H]1C[C@@]2(O)[C@H](O)[C@H](O)[C@H](O)C[C@H]2N1Cc1ccc(C(F)(F)F)cc1,i,i,i,i,i,i,i,i,i,i,-1
CCN1CCN(C(=S)NCCOC)CC1,i,i,i,i,i,i,i,i,i,i,-8
C=CCn1c(COc2ccc(CC)cc2)nnc1SC/C(O)=C(\C#N)c1nc2ccccc2[nH]1,i,i,i,i,i,i,i,i,i,i,28
CCN(C(=O)Cn1c(=O)n2nc(CCn3nc(C)cc3C)nc2c2ccccc21)c1cccc(C)c1,x,i,x,i,i,x,i,x,i,x,x
C/C(N)=C(/C#N)C(=O)COC(=O)COc1ccc(Cl)cc1,i,i,i,i,i,i,i,i,i,i,-5
O=C1NC2=C(C(=O)CCC2)C(c2ccccc2Cl)N1 (centres undefined),i,i,i,i,i,i,i,i,i,i,2
O=C(COC(=O)c1ccc(S(=O)(=O)NCc2ccco2)cc1)Nc1ncc(Cl)cc1Cl,i,i,i,i,i,i,i,i,i,i,7
Cc1cc(Sc2nnc(/N=C/N(C)C)s2)c2ccccc2n1,i,i,i,i,i,i,i,i,i,i,11
Cc1ccc(N2C(=O)C3C4C=CC(CC4)C3C2=O)cc1[N+](=O)[O-] (centres undefined),i,i,i,i,i,i,i,i,i,i,-4
CCOC(=O)CNC(=O)Cn1c(C)cc2ccccc2c1=O,i,i,i,i,i,i,i,i,i,i,1
CCn1cc(C(=O)N[C@@H](CCSC)C(=O)NCCCn2ccnc2)c(=O)c2cc3c(cc21)OCO3,i,i,i,i,i,i,i,i,i,i,-1
N#C/C(=C(/O)COC(=O)c1cccnc1Cl)c1nc2ccccc2[nH]1,i,i,i,i,i,i,i,i,i,i,x
O=C(/C=C1\SC(=O)N(CC(=O)Nc2ccc(F)cc2)C1=O)Nc1ccc(Cl)cc1,i,i,i,i,i,i,i,i,i,i,-6
CNNC(=S)Nc1cccc(C(F)(F)F)c1,i,i,i,i,i,i,i,i,i,i,-4
NS(=O)(=O)c1ccc(CCNC(=O)CN2C(=O)COc3ccc(S(=O)(=O)N4CCCC4)cc32)cc1,i,i,i,i,i,i,i,i,i,i,-1
Cc1ccc(S(=O)(=O)Cn2nnnc2C(C(C)C)N2CCC(C(N)=O)CC2)cc1 (centres undefined),i,i,i,i,i,i,i,i,i,i,10
O=C(Nc1ccc(O)cc1)C1CCCO1 (centres undefined),i,i,i,i,i,i,i,i,i,i,4
COc1ccc(/C=N/NC(=O)Cc2cc(OC)c(OC)cc2[N+](=O)[O-])cc1,i,i,i,i,i,i,i,i,i,i,7
O=C(NCc1ccc(F)cc1)c1ccc(NC(=O)C2CCCO2)cc1 (centres undefined),i,i,i,i,i,i,i,i,i,i,-4
COc1ccc(C=NCC2COc3ccccc3O2)cc1OC (centres undefined),i,i,i,i,i,i,i,i,i,i,0
CCCCC(=O)Nc1cc(Cl)ccc1C(=O)O,i,i,i,i,i,i,i,i,i,i,21
C=CCNC(=S)NNC(=O)CCC(O)CCCCC (centres undefined),i,i,i,i,i,i,i,i,i,i,1
CCOC(=O)CC1(C)OCC(C[N+]2(C)CCCCC2)O1 (centres undefined),i,i,i,i,i,i,i,i,i,i,-11
COc1ccc(CCNC(=O)C(=O)NCC2OCCN2S(=O)(=O)c2ccc(OC)c(OC)c2)cc1OC (centres undefined),i,i,i,i,i,i,i,i,i,i,-6
Cc1ccc(F)cc1NC(=O)N1CCN(c2ccnc3cc(Cl)ccc23)CC1,-5.3*,i,i,i,i,i,i,i,i,i,2
CC(=O)N1CCN(c2ccc(NC(=S)NC(=O)/C=C/c3ccccc3)cc2)CC1,i,i,i,x,i,i,i,i,i,i,5
Cc1noc(C)c1CSc1nnc2scc(-c3ccccc3)n12,i,i,i,i,i,i,i,i,i,i,0
COc1ccc(N2C3=C(C(=O)CC(C)(C)C3)C(c3cnn(C)c3)C3=C2CC(C)(C)CC3=O)cc1,i,i,i,i,i,i,i,i,i,i,-5
CCOc1ccc(NC(=O)CN2CCN(CC(=O)Nc3ccccc3OC)CC2)cc1,i,i,i,i,i,i,i,i,i,i,0
CCOCCCn1c(=NC(C)=O)c(C#N)cc2c(=O)n3cccc(C)c3nc21,i,i,i,i,i,i,i,i,i,i,4
c1ccc(-c2csc(N3CCSCC3)n2)cc1,i,i,i,i,i,i,i,i,i,i,-9
O=C(NCCc1ccccc1)C(=O)NCC1OCCCN1S(=O)(=O)c1cccs1 (centres undefined),i,i,i,i,i,i,i,i,i,i,1
O=C(CN(Cc1ccco1)C(=O)CNS(=O)(=O)c1ccc(Cl)cc1)NC1CCCCC1,i,i,i,i,i,i,i,i,i,i,-2
Cc1cc(C)n(CCNC(=O)c2cc(COc3ccc(F)cc3Cl)on2)n1,i,i,i,i,i,i,i,i,i,i,-31
Cc1ccc(-c2nn[nH]n2)cc1,i,i,i,i,i,i,i,i,i,i,-4
CCOc1cccc(NC(=O)CSc2nc(C)c3c(c2C#N)CCCC3)c1,i,i,i,i,i,i,i,i,i,i,7
Cc1nn(CC(=O)Nc2ccc3c(c2)oc2ccccc23)c(=O)c2ccccc12,i,i,i,i,i,i,i,i,i,i,-8
NNC(=O)c1csc(COc2cc(Cl)cc(Cl)c2)n1,i,i,i,i,i,i,i,i,i,i,8
CC(C)(C)NC(=O)CSC(=Nc1ccccc1F)NC#N,i,i,i,i,i,i,i,i,i,i,0
Cn1c(=O)[nH]c(=O)c2c1nc(N1CCN(CCO)CC1)n2CCSc1nc2ccccc2s1,i,i,i,i,i,i,i,i,i,i,-5
N#CCN1CCN(CC(=O)Nc2cccc3ccccc23)CC1,i,i,i,i,i,i,i,i,i,i,5
CCCOC(=O)/C(=C\c1ccc([N+](=O)[O-])o1)NC(=O)c1ccccc1,i,i,i,i,i,i,i,i,i,i,1
CCOC(=O)c1ccc2c(c1)NC(=O)C(N1CCN(c3ccc(OC)cc3)CC1)S2 (centres undefined),i,i,i,i,i,i,i,i,i,i,0
O=[N+]([O-])c1cccc(-c2nnc3c4ccccc4c4ccccc4n23)c1,i,i,i,i,i,i,i,i,i,i,-10
O=C1/C(=C/c2ccsc2)N2CCC1CC2,i,i,i,i,i,i,i,i,i,i,-1
CC12CN(C(=O)c3ccc(Cl)cc3)C3(C#N)CC1CCC23C (centres undefined),i,i,i,i,i,i,i,i,i,i,5
O=C(COC(=O)c1ccc2c(=O)n3c(nc2c1)CCC3)Nc1ccccc1F,i,i,i,i,i,i,i,i,i,i,-4
CC(=O)Nc1nnc(-c2ccccn2)o1,i,i,i,i,i,i,i,i,i,i,-2
CCOc1ccc(NC(=O)NNC(=O)c2cc3ccccc3cc2O)cc1,i,i,i,i,i,i,i,i,i,i,-3
O=C(C1=C(O)C(=O)N(CCCN2CCOCC2)C1c1ccc(Cl)cc1)c1cc2ccccc2o1 (centres undefined),i,i,i,x,i,i,i,i,i,i,7
O=C1C(Cl)=C(N2CCOCC2)C(=O)N1c1ccccc1Cl,i,i,i,i,i,i,i,i,i,i,-4
Nc1nc(-c2ccccc2)c(-c2ccc([N+](=O)[O-])cc2)s1,i,i,i,i,i,i,i,i,-5.1*,i,-1
COc1ccc(NC(=S)NC(C)c2ccncc2)cc1OC (centres undefined),i,i,i,i,i,i,i,i,i,i,2
O=C(CN1CCCN(S(=O)(=O)c2ccc(F)cc2)CC1)Nc1cccc(F)c1,i,i,i,i,i,i,i,i,i,i,9
Cc1ccn2cc(CCNS(=O)(=O)c3ccc4c(c3)CCCC4)nc2c1,i,i,i,i,i,i,i,i,i,i,-5
COc1cccc(N(CC(=O)NCCSc2ccccn2)S(=O)(=O)c2ccccc2)c1,i,i,i,i,i,i,i,i,i,i,-2
# More compounds follow.
SMILES,TRPC6 inh,MrgX1 allo act,TRPC4 agonist,TMEM16A act,ANO1 block,TRPC4 potent,MrgX1 ag,TRPC4 block,MrgX1 antag,TRPC6 activator,SKKanGAS inh
O=S(=O)(Nc1ccc(Cl)cc1)c1cccc2nsnc12,i,i,i,i,i,i,i,i,i,i,1
COc1ccc(NC(=O)/C(=C\c2cc(OC)c(OC)cc2[N+](=O)[O-])NC(=O)c2ccccc2)cc1,i,i,i,i,i,i,i,i,i,i,31
CCOc1cc(C(=O)NCCOC)ccc1OC,i,i,i,i,i,i,i,i,i,i,-4
Cc1cc(C)n(C(C)CNS(=O)(=O)c2ccc(Cl)cc2)n1 (centres undefined),i,i,i,i,i,i,i,i,i,i,0
O=c1c2ccccc2nnn1CSc1nnc(-c2ccc3c(c2)OCO3)o1,i,i,i,i,i,i,i,i,i,i,-8
COc1ccc(NC(=O)[C@H](NC(=O)[C@@H]2Cc3ccccc3CN2)c2ccccc2)cc1,i,i,i,i,i,i,i,i,i,i,-10
Cc1ccc(-c2noc(CCC(=O)NCCCN3CCN(c4ccc(F)cc4)CC3)n2)cc1,i,i,i,i,i,i,i,i,i,i,1
Nc1ccccc1SCC(=O)Nc1nccs1,i,i,i,i,i,i,i,i,i,i,-7

# Already shown: entries from further up.
SMILES,TRPC6 inh,MrgX1 allo act,TRPC4 agonist,TMEM16A act,ANO1 block,TRPC4 potent,MrgX1 ag,TRPC4 block,MrgX1 antag,TRPC6 activator,SKKanGAS inh
O=S(=O)(Nc1ccc(Cl)cc1)c1cccc2nsnc12,i,i,i,i,i,i,i,i,i,i,1
COc1ccc(NC(=O)/C(=C\c2cc(OC)c(OC)cc2[N+](=O)[O-])NC(=O)c2ccccc2)cc1,i,i,i,i,i,i,i,i,i,i,31
